RGS4 inhibitor: human RGS4 inhibition. Transcreener GDP fluorescence polarization, RGS4-accelerated GTP hydrolysis. Potency, µM (series often up to 114 µM), for inactives: top-dose activity change, negative = inhibition, most hits filed as inhibitors. 390,000 compounds, 0.039% hits; note: potency is the fitted concentration of half-maximal effect; % is set by controls: 0 for no effect and ±100 for the full control effect; nearly all actives have a fitted effect of over 75% in size; some results filed as inactive show a strong effect at the top dose
Target sequence (P49798 whole entry, looked up): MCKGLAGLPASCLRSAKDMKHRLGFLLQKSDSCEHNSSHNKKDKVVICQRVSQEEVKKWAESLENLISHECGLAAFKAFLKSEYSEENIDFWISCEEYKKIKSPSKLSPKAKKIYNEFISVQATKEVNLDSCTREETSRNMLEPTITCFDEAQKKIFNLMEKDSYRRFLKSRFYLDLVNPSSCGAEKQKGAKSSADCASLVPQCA
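MLSMR compounds (23 nl, pin-transferred) preincubated 10 min at room temperature with a 500nM (2x) first reagent, then RGS4 at 900nM (2x) plus Transcreener GDP mix added; fluorescence polarization (620/688 nm) read before and after 90 min at 30 °C.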
APEX1 inh: inhibitors of human APE1 endonuclease; AID 2517; Potency, µM (titrated, usually from 65.8 µM), without a hit: at the top dose activity change, negative = inhibition, most hits filed as inhibitors; 350,000 compounds, 0.35% hits; recombinant APE1, TAMRA/BHQ-2 abasic DNA cleavage fluorescence; P27695;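 note: potency is the fitted concentration of half-maximal effect; plate controls were vehicle for no effect and reference inhibitor for full effect; nearly all actives have a fitted effect of over 55% in size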
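Activity was derived from the fluorescence gain between first and third kinetic reads (60 s intervals, ex 525/em 598 nm) after 50 nM THF-abasic TAMRA/BHQ-2 duplex was added to 0.75 nM APE1 preincubated 15 min with compound.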
Pol beta inh: inhibitors of human DNA polymerase beta. P06746. Pol beta primer extension/strand displacement, fluorescence kinetic. Potency, µM (titrated, usually from 114 µM), inactives show top-dose activity change, negative = inhibition, actives largely listed as inhibitors. 340,000 compounds, 1.3% hits. AID 485314; note: potency is the fitted concentration of half-maximal effect; % is set by controls: 0 for no effect and ±100 for the full control effect
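Curves were derived by four-parameter Hill fits of normalized qHTS data. The kinetic fluorescent primer-extension read was taken at 0 and 10 min after 50 nM substrate, following a 15 min room-temperature preincubation of 10 nM enzyme with compounds.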
LDHA block: blocks human lactate dehydrogenase A; P00338; purified LDHA, NADH/diaphorase-resazurin fluorescence; hits give low values; activity change, % (values are at about 110 or 230 µM); 480,000 compounds, 0.15% hits; in the data active = activity change below about -30%; inconclusive = mostly about -25% to -30%;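 note: plate controls were DMSO wells for no effect and wells without enzyme for full effect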
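LDH5 2 nM; NADH 0.06 mM, pyruvate 0.2 mM; 200 mM Tris pH 7.4, EDTA, Tween-20; 5 min RT. Detection: diaphorase 0.133 mg/mL + resazurin 37 µM, fluorescence ex540/em590 at 0 and 20 min; normalized to enzyme-free and DMSO wells.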
Pol eta inh: blocks human DNA polymerase eta activity; Potency, µM (titrated, usually from 114 µM), for inactives: top-dose activity change, negative = inhibition, most hits filed as inhibitors; Q9Y253; 390,000 compounds, 1.2% hits; recombinant Pol eta, fluorescent DNA replication assay; note: potency is the fitted concentration of half-maximal effect; % is set by controls: 0 for no effect and ±100 for the full control effect
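Fluorescent replication assay: 50 nM final substrate added after a 15 min room-temperature compound preincubation with 10 nM enzyme. Signal taken at 0 min and again at 10 min.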
ERG Ets-DNA blk: blocks human ERG Ets domain binding to DNA | P11308 | fluorescence polarization, His-ERG Ets domain / labelled DNA | Potency, µM (highest dose often 76.9 µM), inactives show at the highest dose FP activity, negative = inhibition, usual class: inhibitors | 370,000 compounds, 0.028% hits | AID 624246; active = well fitted inhibition curve with a large enough effect in the polarisation, with a control signal flat; inconclusive = small, poorly fitted or top-dose-only effect, or effect the other way, or a change in a side signal; inactive = no such curve, though single readings can be large or run the other way; the % refers to the polarisation;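 note: polarization taken with two DNA probes labelled with fluorescein and Texas red; potency is the fitted concentration of half-maximal effect; % of control where 0% means no effect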
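His-tagged ERG Ets domain (1 uM in the protein solution; 300mM KCl, 50mM Tris-HCl, 1mM EDTA, 1mM DTT, pH 7.5) received compound, then a probe mix of 5 nM fluorescein-DNA and 100nM Texas-615-DNA. Fluorescence polarization was read for both dyes.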
ALOX12 inh: inhibitors of human 12S-lipoxygenase ALOX12. P18054. Potency, µM (titrated, usually from 108 µM), without a hit: at the top dose activity change, negative = inhibition, usual class: inhibitors. purified 12hLO, xylenol orange hydroperoxide absorbance. 580,000 compounds, 1.1% hits; note: potency is the fitted concentration of half-maximal effect; % is set by controls: 0 for no effect and ±100 for the full control effect
Target sequence (P18054 whole entry, looked up): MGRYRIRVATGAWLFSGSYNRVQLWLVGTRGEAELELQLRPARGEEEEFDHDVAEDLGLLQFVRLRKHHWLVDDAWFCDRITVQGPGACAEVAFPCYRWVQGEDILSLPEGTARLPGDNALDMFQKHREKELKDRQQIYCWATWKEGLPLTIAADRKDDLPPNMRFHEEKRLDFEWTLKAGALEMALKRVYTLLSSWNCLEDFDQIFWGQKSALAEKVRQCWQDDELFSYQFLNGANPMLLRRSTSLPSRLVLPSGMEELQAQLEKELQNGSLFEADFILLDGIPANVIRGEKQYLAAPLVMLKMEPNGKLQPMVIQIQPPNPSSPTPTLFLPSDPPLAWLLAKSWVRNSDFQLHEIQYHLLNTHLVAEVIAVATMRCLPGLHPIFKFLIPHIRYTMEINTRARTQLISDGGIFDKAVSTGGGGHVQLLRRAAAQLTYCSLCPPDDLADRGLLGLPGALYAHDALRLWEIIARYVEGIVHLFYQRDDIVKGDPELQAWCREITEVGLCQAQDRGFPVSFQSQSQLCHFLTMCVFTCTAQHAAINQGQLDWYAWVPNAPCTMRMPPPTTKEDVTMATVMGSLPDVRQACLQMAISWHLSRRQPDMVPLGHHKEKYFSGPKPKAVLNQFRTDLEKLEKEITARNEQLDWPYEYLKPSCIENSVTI
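Hydroperoxide product was detected by ferrous iron/xylenol orange as the 573 to 405 nm absorbance ratio. Arachidonic acid at 40 uM (final) was turned over for 30 min at room temperature by 150 nM human 12hLO, pH 7.0 Hepes buffer, after 15 min compound preincubation.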
Apoferritin bind: binds horse apoferritin like a general anesthetic | P02791 | apoferritin/1-aminoanthracene competitive binding, fluorescence | Potency, µM (top dose mostly 77.5 µM), without a hit: at the highest dose activity change, negative = displacement, actives largely listed as inhibitors | 350,000 compounds, 0.074% hits | AID 485281; note: potency is the fitted concentration of half-maximal effect; % is set by controls: 0 for no effect and ±100 for the full control effect; nearly all actives have a fitted effect of over 20% in size
Target sequence (P02791 2-175 limits assumed): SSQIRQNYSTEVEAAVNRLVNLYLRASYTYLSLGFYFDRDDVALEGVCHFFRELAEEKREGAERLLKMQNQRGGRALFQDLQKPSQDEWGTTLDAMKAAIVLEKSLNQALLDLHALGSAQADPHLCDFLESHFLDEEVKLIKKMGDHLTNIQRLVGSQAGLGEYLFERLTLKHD
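Concentration-response curves derived by four-parameter Hill fitting of normalized fluorescence, where compounds displaced 1-AMA from 10 uM horse apoferritin following a brief 10 min room-temperature incubation; propofol titration acted as positive control.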
POLK inh: DNA polymerase kappa (human) inhibition; purified Pol kappa, fluorescent DNA synthesis assay, 10 min; Potency, µM (doses to about 107 µM), without a hit: top-dose activity, negative = inhibition, actives largely listed as inhibitors; 400,000 compounds, 0.53% hits; AID 588579; note: potency is the fitted concentration of half-maximal effect; % is set by controls: 0 for no effect and ±100 for the full control effect
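Kinetic fluorescence screen: compound preincubated 15 min RT with 10 nM enzyme; 50 nM substrate (final) initiates; reads at 0/10 min.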
Active calls of the source: *; ? = inconclusive; nt = no result given; & = joins results of further samples; [ ] = remark or other dose. Unless noted, calls come from the whole dose curve; as a rule, active = well fitted curve in the direction sought with a large enough effect; inconclusive = small, poorly fitted or top-dose-only effect, or another doubt; inactive = no such curve, though single readings can be large; an effect the other way counts as inactive or inconclusive. Only part of the results is shown. The share of hits here may be higher or lower than overall.

Molecule	LDHA block	APEX1 inh	ALOX12 inh	RGS4 inhibitor	Apoferritin bind	Pol beta inh	POLK inh	ERG Ets-DNA blk	Pol eta inh
CCN(C(=O)CN1CC=C(c2ccccc2)CC1)c1c(N)n(Cc2ccccc2)c(=O)[nH]c1=O	-7	3%	15%	30%	-6%	39%	-13%	4%	7%
CCCCC/C=C\C[C@@H](/C=C/C=C\C/C=C\CCCC(=O)O)OO	nt	?	1%[2.23 µM]	nt	5%	nt	-1%[19.4 µM]	nt	nt
COC(=O)C1=C(c2cc3ccccc3o2)C[C@@H]2CC[C@H]1N2C(=O)NCc1cccc2ccccc12	0	nt	20%	-3%	nt	nt	-4%	-25%	-23%
COC(=O)C1=C(c2ccc(F)cc2F)C[C@@H]2CC[C@H]1N2C(=O)NCCOc1ccc(OC)cc1	-2	1%	nt	17%	nt	nt	-16%	4%	-11%
CC1CCCN(CC(=O)c2ccc(Cl)c(Cl)c2)C1 (stereo not given)	0	0%	-14%	-36%	?	-12%	9%	-13%	-8%
CCN(c1ccc(C(O)(C(=O)OC)C(F)(F)F)cc1)S(=O)(=O)c1ccc(C)cc1 (stereo not given)	4	0%	-28%	21%	?	-1%	-16%	0%	-13%
CCC(=O)OC(Cc1ccccc1)(c1ccccc1)[C@H](C)CN(C)C (stereo not given in full)	-5	27%	-7%	-19%	nt	nt	12%	4%	-12%
Cc1cc(-c2ccccc2)cc(-c2ccccc2)[n+]1CCc1ccccc1	-3	-7%	-3%	2%	nt	nt	-5%	8%	-15%

Continued.
Molecule	LDHA block	APEX1 inh	ALOX12 inh	RGS4 inhibitor	Apoferritin bind	Pol beta inh	POLK inh	ERG Ets-DNA blk	Pol eta inh
CN(C)c1ccc(C=C2C(=O)NC(=S)NC2=O)cc1[N+](=O)[O-]	-9	2%	?	?	?	?	-8%	2%	11%
CCC1C(c2ccccc2)NC(c2ccccc2)CC1(O)c1ccc(F)cc1 (stereo not given)	1&-2	0%	-7%&0%	-9%	2%	-10%	-13%	1%	-18%
COc1ccc(SCC2CN(C)CCC2c2ccc(F)cc2)cc1 (stereo not given)	2	nt	-9%	1%	nt	nt	-15%	3%	-10%
CCC(=NCC1CCCO1)c1c(O)n(-c2ccccc2)c(=O)[nH]c1=O (stereo not given)	-5	-3%	117%[activator]	7%	-10%	1%	-9%	1%	6%
O=C(Cc1ccc([N+](=O)[O-])cc1)N1CCN(Cc2ccc3c(c2)OCO3)CC1	-1	3%	?	1%	-3%	-1%	-7%	9%	-15%
C=CCn1c(CSc2ccccc2[N+](=O)[O-])n[nH]c1=S	7	?	?	?	-9%	10µM*	50µM*	-2%	13µM*
CCCOc1ccc(C2SCC(=O)Nc3c2c(C)nn3-c2cccc(C)c2)cc1OC (stereo not given)	-10	nt	?	13%	-5%	-4%	-5%	-4%	nt
CCc1ccc(N2C(=O)NC(=O)C(CCc3ccncc3)(CCc3ccncc3)C2=O)cc1	1	-1%	-10%	6%	-2%	29%	-13%	-3%	-10%

Laid out differently: results already given.
The line under a structure holds: LDHA block | APEX1 inh | ALOX12 inh | RGS4 inhibitor | Apoferritin bind | Pol beta inh | POLK inh | ERG Ets-DNA blk | Pol eta inh
- CN(C)c1ccc(C=C2C(=O)NC(=S)NC2=O)cc1[N+](=O)[O-]
→ -9 | 2% | ? | ? | ? | ? | -8% | 2% | 11%
- C=CCn1c(CSc2ccccc2[N+](=O)[O-])n[nH]c1=S
→ 7 | ? | ? | ? | -9% | 10µM* | 50µM* | -2% | 13µM*

Additional records:
Molecule	LDHA block	APEX1 inh	ALOX12 inh	RGS4 inhibitor	Apoferritin bind	Pol beta inh	POLK inh	ERG Ets-DNA blk	Pol eta inh
COc1ccc(CCn2c(NN=C3CCCCC3)nc3c2c(=O)[nH]c(=O)n3C)cc1	8	-3%	nt	-37%	3%	-23%	-18%	2%	?
Cc1cccc(-n2c(-c3cccs3)nc3ccccc3c2=O)c1	-5	2%	?	-7%	-23%	10%	-18%	-3%	-19%
Cc1cccc(N2CCc3c2nc2ccccc2c3N)c1	-16&3	7%&1%	?	-7%&-30%	4%&-3%	4%&-18%	?	2%&-4%	-18%&-25%
CC(=O)OC1(c2ccccc2)CCN(C)C2CCCCC21 (stereo not given)	-4	-1%	-22%	6%	-11%	4%	-2%	nt	4%
CCN(CC)C(=O)Oc1ccc(NC(=O)N2CCOCC2)cc1	-1	-7%	-8%	-5%	?	62%	-3%	3%	-2%
Cn1c(O)c(C(=N)COc2cccc(Cl)c2)c(=O)n(C)c1=O	0	12%	-18%	-5%	-6%	42%	-1%	-10%	-6%
COC(=O)C1=C(c2cccc(OCc3ccccc3)c2)C[C@@H]2CC[C@H]1N2C(=O)NCCOc1ccccc1Cl	-13	-6%	-6%	20%	nt	nt	-12%	-1%	-15%
CCCCCn1c(=O)c(C(=O)NC(C)c2ccccc2)c(O)c2ccccc21 (stereo not given)	-3	?	-4%	6%	-10%	53%[activator]	-15%	2%	-2%

(list continues)
Molecule	LDHA block	APEX1 inh	ALOX12 inh	RGS4 inhibitor	Apoferritin bind	Pol beta inh	POLK inh	ERG Ets-DNA blk	Pol eta inh
Nc1cc(Cl)c2nonc2c1[N+](=O)[O-]	16	-1%	?	2%	-3%	-22%	-10%	5%	?
CC(C)Cn1cc(C(=O)N2CCC3(CC2)OCCO3)c2c3ccccc3n(C)c2c1=O	-2	13%	0%	-32%	-7%	38%	-12%	1%	6%
COC(=O)C1=C(c2ccc(F)cc2F)C[C@@H]2CC[C@H]1N2C(=O)NCc1ccco1	1	-8%	-28%	-20%	nt	nt	-6%	7%	-7%
O=C(COc1ccccc1Cl)N1CCCC(N2CCN(c3ccc(F)cc3)CC2)C1 (stereo not given)	-2	15%	0%	3%	-16%	9%	-2%	3%	-24%
C=C(C)CN1CC[C@@]23c4c5ccc(O)c4O[C@H]2c2[nH]c4ccccc4c2C[C@]3(O)[C@@H]1C5	nt	-10%	15%	-88%[56.9 µM]	nt	nt	-11%[19.4 µM]	nt	nt
Cc1cccc(CCNCc2cc3ccc(C)cc3[nH]c2=O)c1	1	30%	0%	-38%	59%[activator]	0%	7%	4%	-6%
Cc1nc(S(=O)(=O)N(C)Cc2ccccc2)c(C#N)c(C)c1Cl	-8	-2%	0%	17%	-8%	?	-4%	-3%	-1%
Cc1ccc(-n2c(O)c(C=Nc3ccc(S(N)(=O)=O)cc3)c(=O)[nH]c2=O)cc1	-5	?	6%	7%	-18%	24%	-2%	-4%	-18%

Continued.
Molecule	LDHA block	APEX1 inh	ALOX12 inh	RGS4 inhibitor	Apoferritin bind	Pol beta inh	POLK inh	ERG Ets-DNA blk	Pol eta inh
COC(=O)C1=C(c2cccc(OC)c2OC)C[C@@H]2CC[C@H]1N2C(=O)NC(C)C	-15	nt	14%	5%	nt	nt	-16%	-1%	-15%
Cc1c(CC(=O)N2C[C@H]3C[C@@H](C2)c2cccc(=O)n2C3)c(=O)oc2c(C)c(O)ccc12	1	23%	26%	9%	173%[activator]	?	6%	1%	12%
C=CCn1c(O)c(C(CC)=Nc2cccc(C(=O)O)c2)c(=O)[nH]c1=O	5	-2%	-18%	-27%	-2%	6%	5%	-6%	-7%
COCc1cc(C)c(C#N)c(=S)[nH]1	3	14%	nt	-51%	-9%	20%	0%	8%	-14%
CN(C)C1(CNC(=O)c2ccc(NS(=O)(=O)c3ccc(Cl)c(Cl)c3)cc2)CCCCC1	-1	-8%	-18%	5%	nt	nt	9%	8%	-18%
CN(C)C(Cc1ccccc1)C(=O)c1ccc(-c2ccccc2)cc1 (stereo not given)	1	6%	-21%	-1%	?	3%	-15%	-1%	-5%
CC(=NCC1CCCO1)c1c(O)n(-c2ccccc2C)c(=O)[nH]c1=O (stereo not given)	-8	3%	37%[activator]	3%	6%	17%	1%	7%	-10%
CCCOC(=O)c1ccc(-[n+]2c(-c3ccccc3)cc(-c3ccccc3)cc2-c2ccccc2)cc1	-3	46%	?	-8%	nt	nt	-2%	1%	-12%

Carrying on:
Molecule	LDHA block	APEX1 inh	ALOX12 inh	RGS4 inhibitor	Apoferritin bind	Pol beta inh	POLK inh	ERG Ets-DNA blk	Pol eta inh
CCNC(=S)N1CCn2cccc2C1c1cccnc1 (stereo not given)	-2	6%	1%	2%	-5%	1%	-18%	-4%	-9%
C=CCc1c(C)nc(C)nc1N/N=C/c1ccc(N(C)C)cc1	2	18%	?	5%[11.4 µM]	-8%	31%	-17%	2%	-15%
Cc1cc(O)c2c(c1)OC(C)(C)C1=C2CC(C)CC1 (stereo not given)	7	4%	?	10%	?	-28%	-11%	-20%	-17%
COC(=O)C1=C(c2ccc(F)cc2OCc2ccccc2)C[C@@H]2CC[C@H]1N2C(=O)NCCCOC(C)C	0	-16%	1%	28%	nt	nt	-6%	15%	-13%
CCOC(=O)C1SC2(C(F)(F)C(F)F)CC1(O)c1c(c(OC)c3occc3c1OC)O2 (stereo not given)	6	-6%	6%	0%	-4%	-4%	-1%	1%	0%
O=c1[nH]c(=O)n(CCC2=CCCCC2)c(O)c1/C=N/Nc1cccc2ccccc12	8	?	?	-21%[11.4 µM]	-20%	?	-14%	28%	?
Cc1ccccc1N1CCN(C2CCCN(C(=O)Cc3c(C)noc3C)C2)CC1 (stereo not given)	-9	-8%	?	13%	-6%	33%	-7%	5%	-12%
O=C1NS(=O)c2cc([N+](=O)[O-])cc([N+](=O)[O-])c21 (stereo not given)	0	12%	-14%	?	-3%	12%	-14%	3%	-5%

Compound activity (PubChem BioAssay)
